SKN-1 block: blocks SKN-1 activity in C. elegans. C. elegans VP596 Pgst-4::GFP/RFP ratio, acrylamide-induced, 24 h. inhibition, % at 21.8 µM. 0.49% of 360,000 active. AID 624304;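 active = interference check ratio from 0.5 to 1.5 plus GFP to RFP signal ratio inhibition reaching or exceeding a fixed threshold, cut at about 30% in these data, passing the limit was not always enough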; note: some compounds called inactive have numbers as strong as hits
PABP1 MLLE inh: inhibitors of microRNA-mediated deadenylation, human PABP1 MLLE binding; GST-MLLE / FITC-PAM2 fluorescence polarization; inhibition, % at 20 µM; 0.36% of 360,000 active; in the data active = inhibition above about 35%, passing the limit was not always enough;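 note: plate controls were DMSO wells with GST-MLLE for no effect and wells lacking GST-MLLE protein for full effect; some results filed as inactive read as strong as hits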
Target sequence (P11940 whole entry, looked up): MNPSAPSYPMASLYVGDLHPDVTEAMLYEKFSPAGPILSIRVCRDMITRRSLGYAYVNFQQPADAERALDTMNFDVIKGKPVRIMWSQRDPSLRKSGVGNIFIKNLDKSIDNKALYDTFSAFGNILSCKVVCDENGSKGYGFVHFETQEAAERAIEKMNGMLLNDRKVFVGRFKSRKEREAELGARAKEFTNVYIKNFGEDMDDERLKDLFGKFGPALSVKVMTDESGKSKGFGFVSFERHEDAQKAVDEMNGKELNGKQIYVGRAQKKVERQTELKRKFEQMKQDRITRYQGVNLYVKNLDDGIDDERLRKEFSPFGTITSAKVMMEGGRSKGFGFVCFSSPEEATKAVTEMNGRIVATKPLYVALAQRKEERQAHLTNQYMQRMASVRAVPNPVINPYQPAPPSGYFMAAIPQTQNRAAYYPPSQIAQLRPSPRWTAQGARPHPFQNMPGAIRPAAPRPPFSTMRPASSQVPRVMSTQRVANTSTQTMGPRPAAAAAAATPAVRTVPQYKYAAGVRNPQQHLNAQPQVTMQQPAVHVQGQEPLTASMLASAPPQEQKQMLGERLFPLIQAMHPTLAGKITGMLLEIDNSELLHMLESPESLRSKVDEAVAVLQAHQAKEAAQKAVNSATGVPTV
MT1-MMP act inh: blocks activation of human MT1-MMP; P50281; HT1080 RFP-PRO-GFP cells, GFP/RFP ratio fluorescence, overnight; percent of plate control window, DMSO zero; GFP/RFP ratio change, % at 20 µM; 0.061% of 360,000 active; AID 651647;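 active = GFP/RFP ratio change of at least 30% with cell ATP level not reduced by more than half and red fluorescence within 50% of control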; note: strong numbers were not always called active
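Assay system: HT1080 cells carrying an RFP-PRO-GFP reporter | Dosing: Single dose of 20 µM compound, 1% DMSO final | Incubation: Cells overnight before dosing, compound overnight, 37 °C, 5% CO2 | Evaluation: GFP/RFP fluorescence ratio | Control set: DMSO and RFP-L50D-GFP cell wells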
Rin1-Abl PPI inh: inhibitors of human Rin1-Abl protein interaction | TR-FRET Rin1/Abl binding, biochemical | inhibition, % at 7.35 µM | P00519+Q13671 | 0.4% of 360,000 active; in the data active = inhibition above about 5%, passing the limit was not always enough
Neddylation inh: cullin neddylation inhibition. TR-FRET cullin neddylation, biochemical. calls only at 25 µM. 0.58% of 360,000 active; in the data active = inhibition above about 36%
MsrA act: activators of bovine methionine sulfoxide reductase A. activation, % at 10.6 µM. purified bovine MsrA, absorbance read-out. 0.3% of 360,000 active. AID 602163; in the data active = activation above about 7.5%;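 note: 0% = vehicle and 100% = reference activator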
CendR NRP1 mod: NRP-1/CendR interaction modulation. 0.85% of 360,000 active. FAM-RPARPAR peptide binding to NRP-1, fluorescence polarization. inhibition, % at 25 µM. AID 602438. O14786;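 active = inhibition or corrected inhibition above about 18%, plus a signal ratio from 0.5 to 1.5, limit read from the data, passing the limit was not always enough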; note: strong numbers were not always called active
E coli Lon inh: E. coli protease La inhibition. purified E. coli Lon protease, fluorescence polarization. AID 602123. 0.42% of 360,000 active. P0A9M0. inhibition, % at 7.94 µM; in the data active = inhibition above about 13%, passing the limit was not always enough;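 note: 0% = enzyme with probe and DMSO and 100% = no enzyme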
FAS TE block: blocks the thioesterase domain of human fatty acid synthase | P49327 | recombinant FAS-TE, OMFH fluorogenic substrate, fluorescence endpoint | inhibition, % at 15 µM | 0.67% of 360,000 active | AID 602261;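 active = compounds whose normalised, plate-corrected inhibition of enzyme fluorescence in the single-dose primary screen is 50% or more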;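 note: 0% = DMSO with enzyme and 100% = substrate without enzyme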
Starred values were filed as active, the others as inactive; i = inactive; x = not tested or not shown; + = active, no number. Not a hit list. Share with any hit: about 4%.

SMILES	SKN-1 block	PABP1 MLLE inh	MT1-MMP act inh	Rin1-Abl PPI inh	Neddylation inh	MsrA act	CendR NRP1 mod	E coli Lon inh	FAS TE block
O=C(O)C1C2CCC(C2)C1C(=O)NCCc1cccc(Cl)c1 (centres undefined)	0	-5	-2	1	i	-3	1	-4	-2
Cc1c(C(=O)O)cnc2cc(-c3ccc(Cl)cc3)nn12	-5	14	1	3	x	-1	-9	7	-4
CC(C)(C)NC(=S)N1CCC2CC1c1cc(-c3ccc4c(c3)OCO4)ccc12 (centres undefined)	4	-69	6	5	i	-9	14	1	19
O=C(Nc1nnc(CCc2ccccc2)s1)c1cccc(F)c1	0	-11	3	0	i	-2	-6	-6	-2
COc1cc(CCCN2C(=S)NC[C@@H]2Cc2ccccc2)cc(OC)c1OC	19	-109	3	1	i	-1	8	-6	-6
CS(=O)(=O)Nc1ccccc1C(=O)NCc1ccco1	11	6	-6	-1	i	0	-16	-6	-4
Cc1nc(SCC(=O)N2CCC(C(N)=O)CC2)n[nH]1	-10	8	0	0	i	-4	11	1	-7
CCCSc1nc(C)c(CC(=O)O)c(=O)[nH]1	-10	17	1	-4	i	-2	6	-1	-9
Cc1ccc([C@@H]2C[C@H]3[C@@H](CN2S(=O)(=O)c2ccc(C)cc2)C(=O)C[C@@H](c2ccccc2F)N3S(=O)(=O)c2ccc(C)cc2)cc1	3	-13	-6	2	i	-9	-1	2	24
Clc1cccc(CN2CCN(c3nc4nonc4nc3NC3CC3)CC2)c1	-1	9	0	-8	i	-4	9	-1	-3
O=C(CCNS(=O)(=O)c1ccc(Br)s1)NC1CCCC1	-1	-3	-3	3	i	-2	-8	0	-3
CCc1nn2c(=O)cc(COC(=O)c3cc(Cl)c(OC)c(OC)c3)nc2s1	-2	4	1	4	i	-3	-11	-13	0
S=C(Nc1ccccc1)Nc1cc(Cl)ccc1Oc1ccccc1	-22	33	-3	-2	i	-4	4	-13	20
CC(=NNC(=O)c1cc(C)oc1C)c1ccc(Br)s1	0	12	7	1	i	-3	-6	0	-5
COC(=O)CN(c1ccccc1OC)S(=O)(=O)c1ccccc1	20	3	4	-3	i	-2	5	-4	-1
O=C1CC(SC(=Nc2ccccc2)Nc2ccccc2)C(=O)N1c1ccc(Cl)c(Cl)c1 (centres undefined)	9	18	4	1	i	-5	-4	-7	43
O=C(CC1C(=O)NCCN1Cc1cccc(F)c1)NC1CCCCC1 (centres undefined)	4	16	-4	1	i	-4	-4	6	-3
Cc1ccc(NC(=O)CCc2nc3sc4c(c3c(=O)[nH]2)CCCC4)c(Br)c1	12	-7	-6	3	i	1	-16	-29	-4
Cn1c(=O)[nH]c(=O)c2c1nc(SCCO)n2Cc1ccccc1Cl	-2	-9	0	3	i	1	-5	-4	-4
COc1ccccc1NC(=O)Cc1nnc(SCC(=O)NC2=NCCS2)n1C	-15	6	-4	-2	i	-13	7	6	-4
CC(C)CN1C(=O)NC(NC(=O)c2cccnc2)(C(F)(F)F)C1=O (centres undefined)	8	0	4	-3	i	-2	0	-2	-6
NC(=O)c1oc2ccccc2c1NC(=O)c1ccc(F)cc1	20	-2	-4	-2	i	6	12	1	-10
COc1cc(Cl)c(C)cc1NC(=O)CN1CCCCCC1	4	9	-3	1	i	-4	9	3	-2
Fc1cccc(Cn2ccc(-c3ccc4c(c3)OCO4)n2)c1	-14	-10	-8	2	i	-4	-6	-5	24
Cc1onc(-c2ccccc2Cl)c1C(=O)O/N=C(\N)c1cccc([N+](=O)[O-])c1	17	2	2	-3	i	-1	-5	-8	23
C[C@H](CO)N1C[C@H](C)[C@@H](CN(C)C(=O)Nc2ccc(C(F)(F)F)cc2)Oc2c(NS(=O)(=O)c3ccc(F)cc3)cccc2C1=O	14	-10	3	0	i	-3	-9	-5	6
Cc1cc(NC(=O)C(C)C)ncc1NC(=O)c1ccco1	5	-3	4	5	i	-6	-9	-10	-4
Cc1cc(C(=O)NNC(=O)COc2c(C)cc(Br)cc2C)n[nH]1	-14	-10	-7	0	i	-3	11	-4	-4
CCCCOC(=O)Cn1c(=O)n(CC(=O)OCCCC)c2ccccc21	-4	-2	-2	4	i	4	-1	-15	3
COc1cc(N(C)C)c([N+](=O)[O-])cc1C(=O)N1CCN(Cc2ccccc2)CC1	2	-7	6	-5	i	-5	-14	3	4
CCN(CC(=O)Nc1ccc2c(c1)OCCO2)C(=O)/C=C/c1ccc(OC)c(OC)c1	2	10	6	-3	i	-4	10	-1	-3
O=C(O)C[C@]1(C(=O)Nc2ccc(F)cc2)CC(/C=C/c2ccccc2)=NO1	8	13	4	-7	i	-2	-5	14	0
Cc1ccc(-c2nn[nH]n2)cc1Cl	8	-10	-3	0	i	-3	-5	0	-6
COc1ccc(-c2cn[nH]c2-c2ccc(O)cc2O)cc1	1	-12	-14	3	i	-5	-1	0	-48
C/C(=N/OC(=O)c1c(-c2c(F)cccc2Cl)noc1C)c1cnccn1	0	-6	-1	-6	i	1	1	-3	0
CCC(C(=O)NCCCN1CCN(C)CC1)n1nc(C)c2sc3ccccc3c2c1=O (centres undefined)	0	-8	-1	-1	i	0	-2	-2	-4
C/C(=C\C(=O)c1ccccc1)NCc1ccc(F)cc1	33*	1	2	0	i	-3	5	-5	3
Cc1csc(NC(=O)NC2(C(F)(F)F)Oc3ccccc3O2)n1	5	-19	2	-2	i	-5	4	8	4
COc1ccc2nc3n(c(=O)c2c1)-c1cc2ccccc2cc1C(=O)NC3Cc1ccc(O)cc1 (centres undefined)	-1	-1	-16	3	i	-4	-1	-6	24
CCc1ccc(-c2nnn(Cc3nn[nH]n3)n2)cc1	1	11	-3	-4	i	-1	-3	-7	-9
CC1CCc2nn(CC(=O)N3CCc4ccccc43)cc2C1 (centres undefined)	9	3	-1	1	i	-3	8	-1	6
COc1ccc(-c2nc3ccccc3n2OC(C)C(=O)O)cc1 (centres undefined)	7	4	4	7	i	-5	3	-6	0
CCOC(=O)C(C)Oc1cc(Cl)c(C=O)cc1OC (centres undefined)	8	-4	1	-1	i	-1	-7	2	2
COCC(=O)Nc1ccc2c(c1)[C@@H]1C[C@H](CC(=O)NCc3ccccc3)O[C@@H](CO)[C@@H]1O2	-1	-3	4	-1	i	-1	9	4	-8
COc1ccc(CC(=O)NNC(=O)c2cnccn2)cc1	2	4	-2	6	i	-7	-8	-8	-9
COc1ccc(-c2cc3nc(C)cc(NCCO)n3n2)cc1	18	-5	4	3	x	-2	-7	7	-1
Cc1cc(NS(=O)(=O)c2ccc(NC(=O)c3cc(-c4ccccc4Cl)nc4ccccc34)cc2)no1	-4	-2	4	0	i	-5	-14	-2	5
CN(C)CCCNc1nc2cc(-c3cccc(C(F)(F)F)c3)sc2c(=O)n1C	11	-17	0	-4	i	-7	-14	-1	-2
O=C(CN1CCN(S(=O)(=O)c2ccc(F)c(F)c2)CC1)Nc1ccccc1C(=O)NC1CC1	2	-2	-3	2	i	3	4	-6	4
COc1ccc(NC(=O)Cn2c(=O)n(CCC(=O)NCC3CCCO3)c(=O)c3cc(OC)c(OC)cc32)cc1 (centres undefined)	10	11	1	0	i	-3	2	5	1
COCCN(C(=O)C1CCC1)c1c(N)n(CC(C)C)c(=O)[nH]c1=O	7	7	-2	2	i	-3	17	-6	-4
CCOC(=O)[C@@H]1[C@H]2COc3ccccc3[C@@H]2N2C(=O)N(c3ccc(Cl)cc3)C(=O)[C@]12C	1	3	2	1	i	0	30*	12	14
CO[C@@H]1CN(C)C(=O)c2cc(NC(=O)NC3CCCCC3)ccc2OC[C@@H](C)N(CC2CCOCC2)C[C@@H]1C	5	x	-1	x	i	x	12	x	x
O=C(CN1C(=O)COc2ccc(Cl)cc21)Nc1ccc2c(c1)OCCO2	26	6	-5	0	i	-12	-6	-18	32
O=C(NCCCN1CCCC1)c1ccc2c(c1)N(Cc1ccc(F)cc1)C(=O)c1ccccc1S2=O (centres undefined)	16	2	-6	5	i	2	2	-16	-8
Cc1nc([N+](=O)[O-])cn1CC(=O)c1ccc(F)cc1	13	-4	0	3	i	-3	2	3	-2
COc1ccc2[nH]c(C(=O)N/N=C/c3cc(OC)c(OC)c(OC)c3)cc2c1	23	15	16	2	+	-6	8	2	2
COc1ccc(C(=O)N2CCCC2)cc1	0	-4	-1	6	i	-9	-7	-5	-2
CC1(C)Cc2cccc(OCC(=O)NCCc3ccccc3)c2O1	2	-1	-2	3	i	-7	9	-14	4
CCOC(=O)C1C2C=CC3(CN(c4ccccc4CC)C(=O)C13)O2 (centres undefined)	-8	-1	-3	1	i	-1	5	-4	-10
(further entries)
SMILES	SKN-1 block	PABP1 MLLE inh	MT1-MMP act inh	Rin1-Abl PPI inh	Neddylation inh	MsrA act	CendR NRP1 mod	E coli Lon inh	FAS TE block
Cc1cnc(C(=O)OCC(=O)c2cccc3ccccc23)cn1	0	3	1	-3	i	-1	-5	-4	1
O=C(NCc1nnc(SCC(=O)N2CCc3ccccc32)o1)c1cccs1	-3	-22	0	3	i	-3	-6	1	-3
Cc1c(C)n(C)c2ccc(C(=O)Nc3cccc4ccccc34)cc12	9	2	1	-4	i	-5	-1	-7	15
Cc1cccc(C)c1NC(=O)CN(c1c(C)cccc1C)S(C)(=O)=O	4	19	7	0	i	1	0	-6	-4
COc1ccc(CCNCCC(=O)Nc2c(C)cc(C)cc2C)cc1OC	-4	2	1	0	i	-4	1	-7	-14
COc1cc(-c2nc3ccc(C)cn3c2NCc2ccccc2)ccc1-c1cccc(Cl)c1	-11	-29	-3	3	x	4	-7	-13	18
Cn1cc(Cl)c(C(=O)Nc2nc3ccc([N+](=O)[O-])cc3s2)n1	-3	-13	0	-2	i	-11	8	-2	6
CCCCS(=O)(=O)N1CN(S(=O)(=O)CCCC)C2NC(=O)NC21 (centres undefined)	-14	10	6	0	i	-1	-2	-1	-4
O=C(COC(=O)c1ccncc1)NCCCc1ccccc1	10	-13	-3	-1	i	-1	-4	0	2
O=C(COC(=O)C1CC(=O)N(Cc2ccccc2)C1)c1ccc(F)cc1 (centres undefined)	-2	8	0	-4	i	0	-5	0	-2
CCCCn1nnc(NC(=O)c2ccc(-c3ccccc3[N+](=O)[O-])o2)n1	5	2	-1	-3	i	-6	17	-2	4
O=C(NCCCc1ccc(F)cc1)C1CCC(=O)N(CCN2CCOCC2)C1 (centres undefined)	2	-5	4	2	i	-2	1	0	-4
Cc1c(C(=O)O)cccc1-n1c(C)cc(/C=N/NC(=O)c2cc3ccccc3o2)c1C	2	-6	0	1	x	-6	-7	2	-4
Cn1nnnc1SCC(=O)Nc1ccccc1N1CCCCC1	-11	-14	-3	0	i	1	12	-3	-8
Cc1ccccc1C(=O)NNc1ncnc2c1cnn2C	-16	-3	3	-6	i	-2	-2	5	-4
Cc1ccc(C(=O)N2CCN(S(=O)(=O)c3ccc(C(C)C)cc3)CC2)s1	-7	4	-5	1	i	-5	-3	-2	32
O=[N+]([O-])c1ccc(S(=O)(=O)N2CCN=C2SCc2ccc(F)cc2)cc1	-25	13	2	-2	i	-1	8	6	17

Single records, as listed above. Screens in order: SKN-1 block | PABP1 MLLE inh | MT1-MMP act inh | Rin1-Abl PPI inh | Neddylation inh | MsrA act | CendR NRP1 mod | E coli Lon inh | FAS TE block
`Cn1nnnc1SCC(=O)Nc1ccccc1N1CCCCC1` is listed as -11 | -14 | -3 | 0 | i | 1 | 12 | -3 | -8
`COc1ccc(NC(=O)Cn2c(=O)n(CCC(=O)NCC3CCCO3)c(=O)c3cc(OC)c(OC)cc32)cc1` (centres undefined) is listed as 10 | 11 | 1 | 0 | i | -3 | 2 | 5 | 1
`Cn1c(=O)[nH]c(=O)c2c1nc(SCCO)n2Cc1ccccc1Cl` is listed as -2 | -9 | 0 | 3 | i | 1 | -5 | -4 | -4
`CCOC(=O)C1C2C=CC3(CN(c4ccccc4CC)C(=O)C13)O2` (centres undefined) is listed as -8 | -1 | -3 | 1 | i | -1 | 5 | -4 | -10
`CC(=NNC(=O)c1cc(C)oc1C)c1ccc(Br)s1` is listed as 0 | 12 | 7 | 1 | i | -3 | -6 | 0 | -5
